M5 ag: human M5 muscarinic receptor agonists, primary screen, CHO-K1 cells, Fluo-8 calcium fluorescence. CHO-K1 hM5 cells; 0% DMSO wells, 100% maximal acetylcholine response. activation, % at 3 µM. hit rate 0.19% among 360,000. AID 624037, 2012;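 active means activation above the run's mean over test compounds plus 3 SD, cut at about 23% in these data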;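 further: signal is peak over basal fluorescence ratio across the kinetic read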
Target sequence (P08912 whole entry, looked up): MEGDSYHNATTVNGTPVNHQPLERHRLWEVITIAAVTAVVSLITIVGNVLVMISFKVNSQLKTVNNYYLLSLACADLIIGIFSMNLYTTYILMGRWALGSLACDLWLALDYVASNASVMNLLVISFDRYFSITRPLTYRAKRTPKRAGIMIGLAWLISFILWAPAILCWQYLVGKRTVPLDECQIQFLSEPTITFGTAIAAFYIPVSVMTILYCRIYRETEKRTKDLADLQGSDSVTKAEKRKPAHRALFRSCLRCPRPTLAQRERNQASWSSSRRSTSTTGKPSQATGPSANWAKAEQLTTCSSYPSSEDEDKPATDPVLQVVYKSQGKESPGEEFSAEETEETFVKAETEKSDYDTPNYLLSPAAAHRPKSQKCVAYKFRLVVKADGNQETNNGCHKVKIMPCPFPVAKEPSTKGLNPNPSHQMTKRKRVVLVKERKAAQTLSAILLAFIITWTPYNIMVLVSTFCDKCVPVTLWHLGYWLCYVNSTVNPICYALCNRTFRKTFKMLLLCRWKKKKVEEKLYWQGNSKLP
CHRM4 antagonist: human M4 muscarinic receptor antagonists, primary screen, CHO cells, Fluo-8 calcium fluorescence; hit rate 0.73% among 360,000; CHO-hM4 cells, ACh EC80; Muscarinic acetylcholine receptor M4 (Homo sapiens), P08173; inhibition, % at 3 µM;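 active means inhibition above its plate's cutoff, the mean inhibition of sample wells plus 3 SD, cut at about 27% in these data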;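 further: 0% = acetylcholine EC80 with DMSO and 100% = DMSO without agonist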
Target sequence (P08173 whole entry, looked up): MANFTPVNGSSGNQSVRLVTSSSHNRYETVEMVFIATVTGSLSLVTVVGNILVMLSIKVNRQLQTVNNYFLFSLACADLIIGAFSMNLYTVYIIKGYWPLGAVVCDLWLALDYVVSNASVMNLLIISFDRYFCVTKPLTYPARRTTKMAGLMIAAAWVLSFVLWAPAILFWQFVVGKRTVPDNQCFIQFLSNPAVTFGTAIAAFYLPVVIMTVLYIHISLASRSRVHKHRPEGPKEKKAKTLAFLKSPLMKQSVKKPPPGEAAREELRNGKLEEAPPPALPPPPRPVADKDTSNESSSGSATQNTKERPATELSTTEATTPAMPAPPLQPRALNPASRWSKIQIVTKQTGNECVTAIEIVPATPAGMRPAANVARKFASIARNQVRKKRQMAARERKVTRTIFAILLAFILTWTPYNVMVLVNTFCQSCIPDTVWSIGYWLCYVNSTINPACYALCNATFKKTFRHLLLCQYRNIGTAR
CRFR2-BP ag: agonists of CRF-BP/CRF-R2 complex, primary screen, cell-based, HEK293, calcium dye fluorescence, uHTS; AID 588473, 2011; calcium dye fluorescence (FLIPR); percent of saturating CRF peptide response; activation, % at 13.2 µM; hit rate 0.46% among 350,000;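 active means activation of at least 50%, plus an integration ratio under a set limit after plate pattern correction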;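 further: plate controls were neutral control wells without compound for no effect and CRF at EC100 for full effect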
CHRM4 agonist: human M4 muscarinic receptor agonists, primary screen, CHO-K1 cells, Fluo-8 calcium fluorescence; Muscarinic acetylcholine receptor M4 (Homo sapiens), P08173; AID 624127, 2012; activation, % at 3 µM; hit rate 0.14% among 360,000; CHO-K1 hM4/Gqi5; vehicle 0%, full acetylcholine response 100%;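 active means activation above the run mean over all test wells plus 3 SD, cut at about 32% in these data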;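 further: peak over basal fluorescence ratio per well then scaled between controls; 0% = DMSO wells and 100% = acetylcholine at EC100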
CHRM5 antagonist: human M5 muscarinic receptor antagonists, primary screen, CHO cells, Fluo-8 calcium fluorescence. inhibition, % at 3 µM. hit rate 0.59% among 360,000. CHO-hM5 cells, ACh EC80. Muscarinic acetylcholine receptor M5 (Homo sapiens), P08912;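 active means inhibition above a per-plate cutoff, the mean of that plate's test compounds plus 3 SD, cut at about 27% in these data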;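 further: 0% = acetylcholine EC80 with DMSO and 100% = DMSO without agonist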
CHRM1 antagonist: human M1 muscarinic receptor antagonists, primary screen, CHO-K1 cells, Fluo-8 calcium fluorescence, 1536-well | inhibition, % at 3 µM | CHO-K1 hM1, ACh EC80 antagonist | hit rate 1.3% among 360,000 | Muscarinic acetylcholine receptor M1 (Homo sapiens), P11229;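 active means percent inhibition above its own plate's cutoff, namely the mean of that plate's compound wells plus 3 SD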;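 further: peak over basal fluorescence ratio during 140 s after agonist addition; 0% = ACh EC80 plus DMSO and 100% = DMSO alone without agonist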
M5 PAM: human M5 muscarinic receptor positive allosteric modulators, primary screen, CHO-K1 cells, Fluo-8 calcium fluorescence | hit rate 0.3% among 360,000 | activation, % at 3 µM | Muscarinic acetylcholine receptor M5 (Homo sapiens), P08912 | CHO-K1 hM5, ACh EC20 PAM; 0% = ACh EC20, 100% = ACh EC100;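 active means activation above the run cutoff, the mean activation of all test compounds plus 3 SD, cut at about 18% in these data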
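Assay system: CHO-K1 hM5 cells. Also added: acetylcholine at EC20 concentration, added after compound. Dosing: 3 µM, single dose. Times: compound preincubation 140 s before EC20 acetylcholine addition. Signal: Fluo-8 calcium fluorescence. Measure: % activation relative to EC20 and EC100 ACh responses. Repeats: singlicate, one well per test compound.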
M1 PAM: human M1 muscarinic receptor positive allosteric modulators, primary screen, CHO-K1 cells, Fluo-8 calcium fluorescence, 1536-well; Muscarinic acetylcholine receptor M1 (Homo sapiens), P11229; CHO-K1 hM1, ACh EC20; 0% = ACh EC20, 100% = maximal ACh; activation, % at 3 µM; hit rate 0.088% among 360,000; AID 588819, 2011; in the data active means activation above about 19%, passing the limit was not always enough
M4 PAM: human M4 muscarinic receptor positive allosteric modulators, primary screen, CHO-K1 cells, Fluo-8 calcium fluorescence; hit rate 0.4% among 360,000; CHO-K1 hM4/Gqi5, ACh EC20; 0% = ACh EC20, 100% = maximal ACh; Muscarinic acetylcholine receptor M4 (Homo sapiens), P08173; activation, % at 3 µM;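 active means activation above its plate's cutoff, the mean activation of sample wells plus 3 SD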; further: some results filed as inactive read as strong as hits
Active calls of the source: *; x = no result given.

SMILES	M5 ag	CHRM4 antagonist	CRFR2-BP ag	CHRM4 agonist	CHRM5 antagonist	CHRM1 antagonist	M5 PAM	M1 PAM	M4 PAM
Cc1ccc(OCC(=O)NS(=O)(=O)c2ccc(Cl)cc2)cc1	1	-9	-1.3	0	-9	-13	1	10	3
Cc1[nH]n(-c2ccccc2)c(=O)c1N=Nc1ccccc1C(=O)N1CCCCC1	6	-1	-1.9	1	7	-6	5	4	-2
C=CCc1ccccc1OCC(O)CNC(=O)c1ccccc1C(=O)O (stereo not drawn)	-4	-11	0.0	2	4	-12	4	9	2
O=C1NC2(CCCCCC2)C(=O)N1Cc1ccc(Cl)cc1Cl	-3	-18	3.1	3	-6	-12	-3	6	-8
CC(C)c1nc2ccccc2n1CC(O)COC1CCCCC1 (stereo not drawn)	0	6	-3.8	2	0	-34	-2	9	1
O=C(CNS(=O)(=O)c1cccs1)NCc1ccc(F)cc1	-3	0	-1.4	2	7	-11	-5	15	3
COc1ccc(NC(=S)NCCCN2CCCC2)cc1	-7	-9	1.2	1	2	-5	10	2	3
CC(C)C1N=C2c3ccccc3N=C(SCC(=O)c3ccc(O)c(O)c3)N2C1=O (stereo not drawn)	-3	10	13	2	2	-1	6	3	-5
COc1ccc(CCn2c(N)c(C#N)c3nc4ccccc4nc32)cc1OC	1	-11	0.5	6	13	9	-4	-8	-7
O=C(CCN1CCN(C/C=C/c2ccccc2)CC1)Nc1ccccc1F	-9	6	-5.8	0	2	14	-13	-22	-8
COc1cc2c(cc1OC)C(C(C)C)=NC(C)(C)C2	-1	2	-1.6	1	3	-13	-3	10	6
COc1ccc(C2=NOC(C(=O)Nc3cc(C)nn3-c3ccccc3)C2)cc1OC (stereo not drawn)	2	13	-0.2	-1	1	5	2	-4	-6
CC(O)(c1cccc(F)c1)c1nc(-c2cccc(C(=O)O)c2)cs1 (stereo not drawn)	-1	-20	x	0	2	-13	-5	6	3
COC(=O)C1CCCN1S(=O)(=O)c1ccccc1NC(=O)c1cc(OC)c(OC)c(OC)c1 (stereo not drawn)	-1	1	-1.4	2	7	5	-3	-1	-3
C=CCOC(=O)CSCC(NC(=O)OC(C)(C)C)C(=O)OCC (stereo not drawn)	-1	-6	0.6	1	3	10	1	-7	-3
COc1cccc(-c2nc3ccccc3c(=O)o2)c1	2	9	-0.1	-2	-2	-8	2	10	1
CC(=O)C1=C(O)C(=O)N(C)C1c1ccccc1[N+](=O)[O-] (stereo not drawn)	3	-5	-0.5	1	-5	-13	9	13	3
Cc1cccc(S(=O)(=O)Nc2nc3ccccc3nc2NCc2ccc3c(c2)OCO3)c1	2	8	0.9	0	-4	-4	8	2	4
CCOc1ccc(-c2nc(CSCC(=O)NCCCN3CCCC3=O)c(C)o2)cc1	0	-4	-0.1	2	-3	-5	1	1	-2
Cc1c(CCO)c(=O)[nH]n1S(=O)(=O)c1ccccc1	-4	-8	-0.8	1	-3	-10	2	6	3
COc1cccc(OCC(=O)NNC(=O)C(=O)N2CCCC2)c1	0	4	0.5	0	1	-7	-1	9	-9
NC(=O)CC(NSc1ccccc1[N+](=O)[O-])C(=O)O (stereo not drawn)	1	-6	-0.9	1	-2	-10	3	8	9
CCn1cc(CNCc2cn[nH]c2-c2cc3ccccc3o2)cn1	-3	-5	-2.5	2	-6	0	-14	1	-2
O=C(O)CN1C(=O)CC(c2ccccc2)CC1=O	1	-9	6.0	1	8	-2	-6	3	-4
O=C(Cc1ccccc1)NCC(=O)OC(c1ccccc1)c1ccccc1	-3	1	-1.1	2	9	-4	-3	-1	4
O=C(NC(c1ccc(-c2ccccc2)cc1)c1cnccn1)C1CCN(Cc2ccc3c(c2)OCO3)CC1 (stereo not drawn)	0	-3	x	14	5	-8	-4	1	-11
Cc1ccc(CSCc2ccc(C(=O)NCCCN3CCOCC3)o2)cc1	-6	0	-0.5	1	8	-7	0	5	-2
CCOCCn1c(SCc2ccc(F)cc2)nc2c1c(=O)[nH]c(=O)n2C	-1	-8	-2.6	1	2	-16	-3	6	7
Cc1sc2nc(CN(Cc3cccs3)C(=O)NC3CCCCC3)[nH]c(=O)c2c1C	-1	-15	-0.3	1	-3	-35	29*	14	0
O=C(CSc1nnnn1C1CCCC1)N1CCCc2ccccc21	-1	-6	-0.6	2	-4	-9	-2	9	1
O=C(CSCC(=O)OCC(=O)c1ccc(Br)cc1)Nc1ccc(Br)cc1	0	-2	4.4	7	-3	1	-7	0	6
Nc1c(NCCC2=CCCCC2)c(=O)[nH]c(=O)n1Cc1ccccc1	-3	-1	21	0	-1	-13	5	0	3
C#CCOc1ccc(/C=C2/C(=O)ON=C2C)cc1Br	-3	-7	0.4	1	1	-26	6	19	5
CCSc1nc2nccnc2c(=O)[nH]1	1	-6	1.2	0	-5	-9	15	3	6
Cc1nnc(N/N=C/c2cccc(OCc3ccc(Cl)c(Cl)c3)c2)n1N	9	12	0.9	1	-1	-12	2	20	-3
O=[N+]([O-])c1cc2c(cc1/C=N\NS(=O)(=O)c1ccccc1)OCO2	0	3	0.1	2	3	3	-4	4	1
COc1cccc(C(=O)N[C@@H](CCSC)c2nc3ccccc3[nH]2)c1	-5	-4	-1.7	5	-1	-17	1	6	3
Cc1cc(NC(=O)COC(=O)[C@H](C)NC(=O)c2ccccc2)no1	-2	-4	4.5	2	-9	-13	6	6	11
COc1ccc2c(c1)c(CC(=O)Nc1nnc(C3CC3)s1)c(C)n2C(=O)c1ccc(Cl)cc1	4	-3	0.4	-2	-3	-7	16	10	15
CC(=O)Oc1ccc(-c2ccc(C(=O)OCC(=O)c3c(N)n(C)c(=O)n(C)c3=O)cc2)cc1	9	-8	0.2	5	-7	4	-2	-1	-2
COc1ccc(C(CC(=O)O)NC(=O)COc2ccc(C)cc2)cc1OC (stereo not drawn)	-1	2	-5.5	2	-3	-6	6	2	15
COc1ccc(C(=O)OCC(=O)N(Cc2ccccc2)Cc2ccccc2)c(O)c1	-1	-15	2.8	5	5	-1	-6	-4	-3
O=C1NC(Cc2ccc(O)cc2)c2nc3cc(Cl)ccc3c(=O)n2-c2cc3ccccc3cc21 (stereo not drawn)	2	6	-0.1	4	6	15	-5	-9	2
CC(C)(C)CN1CCC(n2nccc2NC(=O)c2ccccc2Cl)CC1	-4	-5	0.5	11	0	-4	1	3	-1
Cc1ccccc1OCCSc1nc2ncnc(N)c2[nH]1	3	-4	-0.4	7	9	-15	-5	6	-2
CC(=O)c1ncnn1CC(=O)c1ccc(Cl)cc1Cl	-7	0	-5.7	-1	14	-11	-9	8	9
CC1CCN(C(=O)Cn2nc(C(F)(F)F)c3c2CCCC3)CC1	-4	3	-1.4	-1	-7	3	5	3	13
CCOC(=O)C1=C[C@@H](C)N(S(=O)(=O)c2ccc(C)cc2)[C@H]1c1ccccc1	-6	0	x	-2	-1	-15	-4	1	-4
CC1(C(=O)NCc2cccc(Cl)c2)Cc2c(-c3ccc(C(N)=O)cc3)ccnc2O1 (stereo not drawn)	2	-1	x	6	1	-7	-1	4	7
CCCCn1c(N)c(N(CCOC)C(=O)CSCc2cccc(C)c2)c(=O)[nH]c1=O	2	1	-1.2	1	13	-11	-1	11	9
Additional structures follow.
SMILES	M5 ag	CHRM4 antagonist	CRFR2-BP ag	CHRM4 agonist	CHRM5 antagonist	CHRM1 antagonist	M5 PAM	M1 PAM	M4 PAM
O=C(CN(c1ccccc1F)S(=O)(=O)c1ccccc1)Nc1ccccc1C(=O)N1CCOCC1	4	-7	-0.2	11	2	3	-11	-8	-6
CC(=O)N1c2ccc(S(=O)(=O)N3CCC(C(=O)NCCc4ccc(Cl)cc4)CC3)cc2CC1C (stereo not drawn)	5	6	0.6	14	14	14	-11	-11	-13
COc1cc2c(C(=O)N3CCCc4ccccc43)cn(C)c(=O)c2cc1OC	-1	-4	-1.4	1	1	-17	0	12	8
Cc1cccc2c1nc(-c1ccccc1)n1nnnc21	-1	8	0.3	-1	4	-3	-7	4	-1
COC(=O)C1=C(N)Oc2cc(C)oc(=O)c2C1c1cccnc1 (stereo not drawn)	1	6	2.3	1	0	-9	-2	9	-4
COc1ccc(NC(=O)C2CCN(S(=O)(=O)c3cn(C)nc3C)CC2)cc1	-2	-3	1.1	2	9	-2	-4	1	-2
C=C(C)C1CC=C(C)/C(=N\NC(=O)CCc2ccccc2)C1 (stereo not drawn)	-2	-17	1.0	0	-2	13	-2	-9	3
Cc1ccc(-c2noc(CN(C(=O)C(c3ccccc3)c3ccccc3)C(C)C)n2)cc1	-1	0	-0.5	-1	7	13	-9	-9	-8
Cc1cc(Cl)ccc1NC(=S)NCCC(c1ccccc1)c1ccccc1	-3	6	2.5	5	7	-14	-9	-2	-10
COc1ccc(OC)c(S(=O)(=O)Nc2cccc(C(C)=O)c2)c1	0	-29	0.2	10	-16	6	8	3	14

Entries of single compounds from above:
`O=C(CN(c1ccccc1F)S(=O)(=O)c1ccccc1)Nc1ccccc1C(=O)N1CCOCC1` in the list: M5 ag = 4; CHRM4 antagonist = -7; CRFR2-BP ag = -0.2; CHRM4 agonist = 11; CHRM5 antagonist = 2; CHRM1 antagonist = 3; M5 PAM = -11; M1 PAM = -8; M4 PAM = -6
`COC(=O)C1=C(N)Oc2cc(C)oc(=O)c2C1c1cccnc1` (stereo not drawn) in the list: M5 ag = 1; CHRM4 antagonist = 6; CRFR2-BP ag = 2.3; CHRM4 agonist = 1; CHRM5 antagonist = 0; CHRM1 antagonist = -9; M5 PAM = -2; M1 PAM = 9; M4 PAM = -4

(more compounds)
SMILES	M5 ag	CHRM4 antagonist	CRFR2-BP ag	CHRM4 agonist	CHRM5 antagonist	CHRM1 antagonist	M5 PAM	M1 PAM	M4 PAM
Cc1nn(-c2ccccc2)c2[nH]c(=O)c(CNc3ccc4c(c3)OCCO4)cc12	-8	-5	0.7	0	-2	-12	10	9	3
NC(=O)c1ccc(NC(=O)CSc2nnc(C3CC3)n2C2CC2)cc1	1	2	1.9	1	14	-6	6	4	2
CN(CC(=O)Nc1c(Cl)cccc1Cl)C(=O)Cc1ccc(S(=O)(=O)N2CCOCC2)s1	0	-5	1.8	3	16	3	-6	-2	0
CCN(Cc1cccc(F)c1)C(=O)c1ccc2ccccc2n1	0	1	0.8	2	8	-1	4	7	1
CN(C)c1oc(-c2ccc(Cl)cc2)nc1S(=O)(=O)c1ccccc1	0	9	-1.3	0	-3	5	0	-2	2
COc1ccc(/C=N/NC(=O)c2nnn(-c3nonc3N)c2-c2cccs2)cc1OC	1	-11	-0.5	15	-1	0	-4	-1	-5
Nc1nc(Nc2ccccc2)n[nH]1	-3	4	-0.5	-1	-3	-5	-1	8	-6
CC(C)CCNC(=O)C1CCC(CNS(=O)(=O)c2ccc(Cl)cc2)CC1 (stereo not drawn)	-2	1	-1.2	1	1	-9	-2	2	-4
O=C1CN(C(=O)COC(=O)CCC(=O)c2ccc3c(c2)OCCO3)c2ccccc2N1	2	-5	-0.2	7	7	-29	-5	9	6

From PubChem BioAssay
